Screening data deposited in PubChem BioAssay by The Scripps Research Institute Molecular Screening Center.
CHRM1 PAM – human M1 muscarinic receptor positive allosteric modulators, primary screen, CHO-K1 cells, Fluo-8 calcium fluorescence, 1536-well | CHO-K1 hM1, ACh EC20; 0% = ACh EC20, 100% = maximal ACh | Muscarinic acetylcholine receptor M1 (Homo sapiens), P11229 | 360,000 compounds, 0.088% hits | AID 588819, 2011 | activation, % at 3 µM; in the data active = activation above about 19%, passing the limit was not always enough
Target sequence (P11229 whole entry, looked up): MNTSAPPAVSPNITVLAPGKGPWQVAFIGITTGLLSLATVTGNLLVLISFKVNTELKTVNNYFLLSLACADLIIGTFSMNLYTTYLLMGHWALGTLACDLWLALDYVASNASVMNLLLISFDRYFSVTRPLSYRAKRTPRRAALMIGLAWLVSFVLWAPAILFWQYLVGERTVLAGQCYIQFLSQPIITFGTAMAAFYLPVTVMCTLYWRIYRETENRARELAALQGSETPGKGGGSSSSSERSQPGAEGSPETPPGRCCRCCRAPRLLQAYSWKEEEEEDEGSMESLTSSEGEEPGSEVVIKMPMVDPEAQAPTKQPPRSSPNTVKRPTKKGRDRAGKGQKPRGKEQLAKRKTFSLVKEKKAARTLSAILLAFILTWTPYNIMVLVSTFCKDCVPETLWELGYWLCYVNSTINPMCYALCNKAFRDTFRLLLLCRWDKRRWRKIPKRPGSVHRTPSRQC
OXTR agonist – human OXTR agonists, primary screen, fluorescence, CHO-OTR cells, Fluo-8 calcium. Fluo-8 calcium fluorescence; normalized: DMSO 0%, oxytocin 100%. activation, % at 3 µM. 320,000 compounds, 0.32% hits. AID 2435, 2010;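 active = activation above the mean of all tested compounds plus 3 SD, cutoff set per screening run, cut at about 20% in these data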;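 note: peak over basal fluorescence ratio from a 100 s FLIPR kinetic read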
CHO parental Ca – ATP-evoked calcium signal inhibitors, parental CHO, primary screen, counter-screen for OX1R antagonist project, cell-based, fluorescence, Fluo-8 calcium dye; parental CHO-K1, ATP-induced calcium, Fluo-8 fluorescence; inhibition, % at 5.6 µM; 330,000 compounds, 0.63% hits;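 active = inhibition above that plate's mean sample inhibition plus 3 SD, cut at about 26% in these data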;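 note: 0% = ATP-challenged DMSO wells and 100% = DMSO wells without ATP; some compounds past the cut are filed as inactive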
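Assay system: parental CHO cells; Read-out basis: percent inhibition of ATP-evoked calcium rise, normalized to controls; Benchmarks: ATP and no-ATP DMSO wells; Compound dosing: single nominal dose of 5.6 µM per compound; Signal: Fluo-8 calcium dye fluorescence; Also added: ATP as calcium-mobilizing challenge; Repeats: singlicate.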
TAAR1 ag – human TAAR1 agonists, primary screen, Fluo-8 calcium fluorescence, CHO RD-HGA16 cells; Trace amine-associated receptor 1 (Homo sapiens), Q96RJ0; vehicle wells 0%, saturating PEA agonist 100%; activation, % at 3 µM; 360,000 compounds, 0.99% hits;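 active = activation above the mean activation of all test compounds in the run plus 3 SD, cut at about 38% in these data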
Target sequence (Q96RJ0 whole entry, looked up): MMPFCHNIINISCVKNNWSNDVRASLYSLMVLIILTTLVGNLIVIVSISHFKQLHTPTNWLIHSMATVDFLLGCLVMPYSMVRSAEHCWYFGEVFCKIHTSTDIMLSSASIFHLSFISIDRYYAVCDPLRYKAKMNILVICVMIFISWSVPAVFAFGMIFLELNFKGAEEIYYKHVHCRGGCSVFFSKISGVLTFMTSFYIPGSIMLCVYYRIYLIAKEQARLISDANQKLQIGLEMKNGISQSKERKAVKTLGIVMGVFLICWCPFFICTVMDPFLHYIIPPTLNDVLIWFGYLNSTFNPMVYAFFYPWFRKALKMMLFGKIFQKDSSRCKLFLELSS
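Test system: RD-HGA16 (CHO) cells co-expressing Gα16 and hTAAR1; dosing: one-point dosing at 3 µM (nominal); timing: 17-24 h seeding, 75 min 37 °C dye, 30 min RT; signal: kinetic Fluo-8 calcium fluorescence; read-out basis: % activation relative to PEA EC100 response; controls: DMSO and PEA EC100; replicates: n 1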
OXTR potentiate – human OXTR potentiators, primary screen, fluorescence, CHO-OTR cells, Fluo-8 calcium; AID 2445, 2010; activation, % at 3 µM; Fluo-8 calcium fluorescence, potentiator mode; 0% = oxytocin EC15, 100% = EC100; 320,000 compounds, 0.061% hits;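 active = activation above that plate's cutoff, the mean activation of tested compounds plus 3 SD, cut at about 6.6% in these data, passing the limit was not always enough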;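 note: 100% uses oxytocin at 75 nM as the full agonist control; some results filed as inactive read as strong as hits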
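test system = CHO-OTR cells, human receptor | compound = single-point 3.0 µM | schedule = 6 min compound pre-incubation at room temperature, 100 s kinetic read | signal = Fluo-8 no-wash calcium dye fluorescence, excitation 470-495 nm, emission 515-575 nm | repeats = single well per compound, singlicate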
V1aR counter – agonists of human V1a receptor, primary screen, counter-screen for OXTR agonist project, fluorescence, CHO-V1R cells; Vasopressin V1a receptor (Homo sapiens), P37288; Fluo-8 calcium fluorescence, agonist mode; 0% DMSO, 100% 3 nM vasopressin; 320,000 compounds, 0.25% hits; activation, % at 3 µM;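 active = activation above the mean activation of all tested compounds plus 3 SD, per screening run, cut at about 20% in these data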;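 note: signal is peak over basal fluorescence ratio across a 100 second FLIPR read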
CHRM1 antagonist – human M1 muscarinic receptor antagonists, primary screen, CHO-K1 cells, Fluo-8 calcium fluorescence, 1536-well. CHO-K1 hM1, ACh EC80 antagonist. Muscarinic acetylcholine receptor M1 (Homo sapiens), P11229. inhibition, % at 3 µM. 360,000 compounds, 1.3% hits;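 active = percent inhibition above its own plate's cutoff, namely the mean of that plate's compound wells plus 3 SD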;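 note: peak over basal fluorescence ratio during 140 s after agonist addition; 0% = ACh EC80 plus DMSO and 100% = DMSO alone without agonist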
TAAR1 antagonist – human TAAR1 antagonists, primary screen, Fluo-8 calcium fluorescence, CHO RD-HGA16 cells; Trace amine-associated receptor 1 (Homo sapiens), Q96RJ0; inhibition, % at 3 µM; AID 624466, 2012; 360,000 compounds, 1.5% hits; antagonist;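 active = inhibition above a per-plate cutoff, the mean inhibition of test compounds on that plate plus 3 SD, cut at about 49% in these data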;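 note: 0% = DMSO plus EC80 beta-PEA response and 100% = DMSO alone without agonist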
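Assay system: CHO-derived RD-HGA16 cells stably expressing human TAAR1 plus Gα16. Timing: 140 s kinetic read after compound, 140 s after agonist. Technique: kinetic Fluo-8 calcium fluorescence measurement. Measure: % inhibition of agonist calcium response.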
M1 ag – human M1 muscarinic receptor agonists, primary screen, Fluo-8 calcium fluorescence, CHO-K1 cells, HTS; CHO-K1 hM1, agonist mode; 0% DMSO, 100% acetylcholine EC100; 360,000 compounds, 0.33% hits; Muscarinic acetylcholine receptor M1 (Homo sapiens), P11229; activation, % at 3 µM;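 active = activation above the run's mean compound activation plus 3 SD, cut at about 16% in these data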;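 note: peak over basal fluorescence ratio within a 140 s kinetic read after compound addition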
The depositor's hits bear a star; . = not tested or not shown.

1	COc1ccc([N+](=O)[O-])cc1NCC(=O)Nc1cc(S(=O)(=O)N2CCCCC2)ccc1C
2	COc1ccc(S(=O)(=O)N[C@@H](Cc2ccc(Cl)cc2)C(=O)N2CC[C@@]3(O)CCCC[C@H]3C2)cc1
3	Cc1ccc(CNC(=O)Cc2cccs2)cc1
4	O=C(CSc1nnc(-c2ccncc2)o1)Nc1ccc(F)c(F)c1
5	Cc1ccc(CNS(=O)(=O)c2cccc3nsnc23)cc1
6	COc1ccc(/C=C/C(=O)NC(=S)NNC(=O)c2cccnc2)cc1OC
7	Cc1ccccc1-n1c(C)nnc1SCC(=O)N1CC(=O)Nc2ccccc21
8	O=C(Nc1cccc(NC(=O)c2ccc(F)cc2)c1)c1ccc(F)cc1
assay / entry | 1 | 2 | 3 | 4 | 5 | 6 | 7 | 8
CHRM1 PAM | 12 | 9 | 0 | 5 | 8 | 11 | -3 | 10
OXTR agonist | 2.7 | 0.4 | -0.8 | 3.0 | -0.7 | 0.2 | 1.1 | -0.5
CHO parental Ca | -3 | -18 | -13 | -8 | -6 | -4 | 10 | -4
TAAR1 ag | 6 | 8 | 5 | 15 | 0 | 4 | 3 | 47*
OXTR potentiate | -5 | -7 | 0 | -4 | 4 | 1 | 0 | -10
V1aR counter | 4.0 | 2.2 | 0.5 | 0.6 | -0.1 | -0.2 | 0.5 | 8.5
CHRM1 antagonist | -9 | -7 | -5 | 1 | -11 | -10 | -7 | -16
TAAR1 antagonist | 2 | 9 | 5 | 3 | 11 | 5 | 1 | 31
M1 ag | -2 | -2 | -4 | 0 | -16 | 2 | -7 | -4

Look-ups from above:
`COc1ccc([N+](=O)[O-])cc1NCC(=O)Nc1cc(S(=O)(=O)N2CCCCC2)ccc1C` in OXTR agonist has 2.7
`Cc1ccc(CNS(=O)(=O)c2cccc3nsnc23)cc1` in CHRM1 antagonist has -11

The listing picks up with the four entries that preceded the break.
5	Cc1ccc(CNS(=O)(=O)c2cccc3nsnc23)cc1
6	COc1ccc(/C=C/C(=O)NC(=S)NNC(=O)c2cccnc2)cc1OC
7	Cc1ccccc1-n1c(C)nnc1SCC(=O)N1CC(=O)Nc2ccccc21
8	O=C(Nc1cccc(NC(=O)c2ccc(F)cc2)c1)c1ccc(F)cc1
9	CC1=NN(c2ccc(C)cc2C)C(=O)C1C(c1ccccc1)C1C(=O)N(c2ccc(C)cc2C)N=C1C (stereo not given)
10	COc1cccc(C(=O)CC(=O)C(=O)Nc2cccc([N+](=O)[O-])c2C)c1
11	O=C(NCc1cccnc1)c1cccc(S(=O)(=O)N2CCCC2)c1
12	COc1cccc(N(C(=O)Cn2nnc(-c3ccc(C)o3)n2)C(C(=O)NC2CCCC2)c2ccncc2)c1 (stereo not given)
13	CC(=O)Nc1ccc(S(=O)(=O)Nc2ccccn2)cc1
14	N#CC(c1cccc(Cl)c1)c1ccc2c(C(F)(F)F)cc(C(F)(F)F)nc2n1 (stereo not given)
15	CN(C)CCCNc1nc(N)c([N+](=O)[O-])c(NCCO)n1
16	O=C(Cn1cnc(S(=O)(=O)N2CCCC2)c1)Nc1cccc(F)c1
assay / entry | 5 | 6 | 7 | 8 | 9 | 10 | 11 | 12 | 13 | 14 | 15 | 16
CHRM1 PAM | 8 | 11 | -3 | 10 | 7 | 27 | 14 | 8 | 11 | -8 | -5 | 10
OXTR agonist | -0.7 | 0.2 | 1.1 | -0.5 | -0.7 | 0.4 | 0.0 | -0.1 | -0.5 | 4.9 | 0.5 | 0.2
CHO parental Ca | -6 | -4 | 10 | -4 | -20 | -7 | -13 | -25 | -1 | 5 | -4 | 10
TAAR1 ag | 0 | 4 | 3 | 47* | . | 60* | 4 | 0 | 13 | 11 | 3 | 14
OXTR potentiate | 4 | 1 | 0 | -10 | -12 | -21 | -14 | -7 | -14 | -16 | 1 | -5
V1aR counter | -0.1 | -0.2 | 0.5 | 8.5 | 1.9 | 0.7 | 1.6 | -0.1 | 0.6 | 2.7 | 0.7 | 0.4
CHRM1 antagonist | -11 | -10 | -7 | -16 | -10 | -23 | -7 | -2 | -18 | 29 | 14 | -19
TAAR1 antagonist | 11 | 5 | 1 | 31 | . | 12 | -20 | -9 | 0 | 27 | -14 | -14
M1 ag | -16 | 2 | -7 | -4 | -3 | -1 | -8 | -5 | -10 | 3 | -6 | -1

17	COc1cc(/C=N/NC(=O)c2nnn(-c3nonc3N)c2C)ccc1OCc1ccc(Cl)cc1
18	CC(=O)Nc1ccc(S(=O)(=O)NC2(C(F)(F)F)NC(=O)N(CC(C)C)C2=O)cc1 (stereo not given)
19	CCOc1ccc2oc(C(=O)NCc3nc4ccccc4[nH]3)c(C)c2c1
20	CC(CCc1ccccc1)NC(=O)C(=O)c1c[nH]c2ccccc12 (stereo not given)
21	CCOC(=O)C(Nc1ccc2ccccc2c1)C(=O)OCC
22	O=C(Nc1ccc(S(=O)(=O)NCC2CCCO2)cc1)c1ccccc1 (stereo not given)
23	COc1ccccc1C1/C(=C(\O)c2ccc3c(c2)OCCO3)C(=O)C(=O)N1CCCn1ccnc1 (stereo not given)
24	CC(C)CNC(=O)NC(=O)CSc1nc2ccccc2n1CC(C)C
assay / entry | 17 | 18 | 19 | 20 | 21 | 22 | 23 | 24
CHRM1 PAM | 6 | 0 | 1 | 0 | -3 | -3 | 4 | 6
OXTR agonist | . | -0.1 | -0.5 | -1.8 | -0.7 | 7.8 | 0.1 | -1.7
CHO parental Ca | . | 2 | -14 | -14 | 1 | -7 | -17 | -10
TAAR1 ag | 0 | 1 | -2 | -2 | 1 | 5 | -1 | 21
OXTR potentiate | . | -10 | -5 | -2 | 0 | -6 | 3 | -12
V1aR counter | . | 0.4 | 0.5 | -0.1 | -0.2 | 6.5 | 0.7 | -1.8
CHRM1 antagonist | -11 | 3 | -1 | -6 | -5 | 2 | -2 | -4
TAAR1 antagonist | 3 | -19 | -7 | -12 | -6 | 19 | -2 | -27
M1 ag | -2 | -5 | -4 | -4 | -4 | 0 | -4 | -4

25	CC(C)NC(=O)C1(C)CCCN1C/C=C/c1ccccc1 (stereo not given)
26	COc1cccc(CNC(=O)CN2C(=O)CC(c3ccccc3)=Nc3ccccc32)c1
27	O=C1C(Cl)=C(NCc2ccco2)C(=O)c2ccccc21
28	CC(C)c1ccc(NC2CCCN(C(=O)c3cccc(N4CCNC4=O)c3)C2)cc1 (stereo not given)
29	COC(=O)[C@H](Cc1ccccc1)NC(=O)NCc1ccc(S(N)(=O)=O)cc1
30	COc1ccc2nc(/N=C(\N)NC(=O)C(C)(C)C)nc(C)c2c1
31	O=C(NCc1cccs1)c1ccc2nc([C@@H]3O[C@H](CO)[C@H](O)[C@H](O)[C@H]3O)[nH]c2c1
32	O=C(NCc1ccccc1)C1CCCN(S(=O)(=O)c2cccc3nonc23)C1 (stereo not given)
assay / entry | 25 | 26 | 27 | 28 | 29 | 30 | 31 | 32
CHRM1 PAM | -3 | 8 | 0 | 4 | 3 | -3 | 12 | 3
OXTR agonist | . | 0.2 | . | 1.8 | -0.4 | -1.9 | . | 1.0
CHO parental Ca | . | -5 | . | -29 | -9 | -15 | . | -10
TAAR1 ag | 6 | 3 | 2 | 1 | 6 | 6 | 1 | 1
OXTR potentiate | . | -3 | . | -7 | -5 | 2 | . | -7
V1aR counter | . | 1.8 | . | 3.7 | 0.4 | -0.2 | . | 1.8
CHRM1 antagonist | 3 | -1 | -4 | -6 | -4 | -11 | -22 | -2
TAAR1 antagonist | -3 | 1 | -18 | -3 | -2 | 9 | -6 | 1
M1 ag | -5 | -5 | 0 | -3 | -4 | -6 | 0 | -4

33	O=C(Cn1nnc2ccccc21)c1ccc([N+](=O)[O-])cc1
34	COc1cccc(C(=O)C2CCCN(CC3=Cc4cc(OC)ccc4OC3)C2)c1 (stereo not given)
35	COc1ccccc1-c1ccc(=O)n(CC(=O)NCc2cccs2)n1
36	COc1cccc(NC(=O)COc2coc(CN3CCc4ccccc4C3)cc2=O)c1
37	Cc1cnc(NC(=O)Nc2ccc(Cl)cc2)s1
38	O=C(Nc1ccccc1)C1COc2ccccc2O1 (stereo not given)
39	CC(Sc1nc2ccccc2c(=O)n1CC1CCCO1)C(=O)N(C)Cc1ccccc1 (stereo not given)
40	COCc1c(Br)c(C)nc2sc3c(=O)[nH]nnc3c12
41	CCC1=NN(C(=O)c2ccc(Cl)cc2)C(O)(c2ccc(C)cc2)C1 (stereo not given)
42	CCC(C)C(NC(=O)OC(C)(C)C)C(=O)NC(C(=O)N1CCCC1C(N)=O)C(C)CC (stereo not given)
assay / entry | 33 | 34 | 35 | 36 | 37 | 38 | 39 | 40 | 41 | 42
CHRM1 PAM | 10 | -30 | 6 | 7 | -3 | 4 | 3 | 12 | 9 | 3
OXTR agonist | 0.3 | -1.6 | -0.1 | 0.6 | 4.2 | -0.7 | -1.6 | -0.4 | . | -0.1
CHO parental Ca | -21 | -2 | -7 | -9 | 0 | -13 | -34 | -8 | . | -14
TAAR1 ag | 5 | 5 | 6 | 6 | 40* | 0 | 4 | -2 | 0 | 1
OXTR potentiate | -6 | 0 | 1 | -3 | -13 | 9 | -3 | -17 | . | 1
V1aR counter | 0.0 | 0.8 | 1.6 | -0.7 | 4.6 | 0.1 | -1.0 | 1.5 | . | -0.4
CHRM1 antagonist | -15 | 42* | -3 | -6 | 17 | -12 | -8 | -7 | -7 | -2
TAAR1 antagonist | -10 | -8 | -7 | -23 | 21 | -5 | -7 | -8 | 4 | 2
M1 ag | -3 | -10 | -3 | -3 | 2 | -3 | -5 | 2 | -2 | -2
